Screening results deposited in PubChem by National Center for Advancing Translational Sciences (NCATS).
Epigenetic reg – epigenetic control regulation, reporter derepression | AID 1865 | hit rate 0.2% among 280,000 | Potency, µM (titrated, usually from 53.9 µM), for the others: at the highest dose GFP activation, actives largely listed as activators | murine LDR cells, GFP reporter derepression, 30 h; note: potency is the fitted concentration of half-maximal effect; % of control where 0% means no effect; nearly all actives have a fitted effect of over 60% in size
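Derepression of a silenced CMV-GFP reporter in murine LDR cells is scored by enumerating GFP-positive cells with a laser-scanning microplate cytometer after 30 hours of treatment at 37 C.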
KinaseGlo FLuc – counter-screen: inhibitors of Kinase-Glo firefly luciferase; Potency, µM (doses to about 38.3 µM), for inactives: top-dose activity change, negative = inhibition, most hits filed as inhibitors; Kinase-Glo luciferase, ATP luminescence, 8 min; Q27757; hit rate 0.28% among 200,000; note: potency is the fitted concentration of half-maximal effect; % is set by controls: 0 for no effect and ±100 for the full control effect; nearly all actives have a fitted effect of over 60% in size
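Light output from Kinase-Glo luciferase with luciferin and 10 uM ATP in 50 mM imidazole pH 7.2, KCl, MgCl2, Tween 20, BSA; compound pin-delivered, 8-min ambient incubation, then luminescence read.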
GLA spleen mod – alpha-galactosidase A (human) modulation. human spleen homogenate, 4MU-alpha-Gal fluorescence, 40 min. Potency, µM (titrated, usually from 80 µM), inactives show at the top dose activity change, negative = inhibition, most hits filed as inhibitors. hit rate 0.008% among 240,000. AID 2107;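 note: potency is the fitted concentration of half-maximal effect; 0% = enzyme with vehicle and -100% = no enzyme basal signal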
Target sequence (P06280 32-429 limits assumed): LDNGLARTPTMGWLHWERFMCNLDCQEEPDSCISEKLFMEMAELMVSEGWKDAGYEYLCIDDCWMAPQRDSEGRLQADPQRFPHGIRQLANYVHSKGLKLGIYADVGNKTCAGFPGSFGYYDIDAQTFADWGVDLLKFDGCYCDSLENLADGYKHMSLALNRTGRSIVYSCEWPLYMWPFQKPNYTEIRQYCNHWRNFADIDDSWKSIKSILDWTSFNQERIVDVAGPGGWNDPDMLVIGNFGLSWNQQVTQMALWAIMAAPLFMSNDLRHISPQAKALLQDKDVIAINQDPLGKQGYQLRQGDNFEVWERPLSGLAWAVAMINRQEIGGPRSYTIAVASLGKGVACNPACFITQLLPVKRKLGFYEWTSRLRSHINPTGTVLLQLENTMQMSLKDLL
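Spleen homogenate 1 ug + cpd (titration) + 4-MU-alpha-D-galactopyranoside 1 mM; 37C 40 min; 50 mM citrate/phosphate pH 5.0, 0.01% Tween-20; stop pH 10; fluorescence 365/440; AC50 via Hill.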
LMNA splice mod – modulators of lamin A splicing | Potency, µM (doses to about 46.1 µM), for the others: top-dose ratio change, negative = inhibition, usual class: inhibitors | hit rate 0.01% among 200,000 | AID 1487 | HeLa LMNA splicing GFP/RFP minigene ratio, 48 h; active = well fitted inhibition curve with a large enough effect in the signal ratio, with a control signal flat, not every such curve was filed as active; inconclusive = small, poorly fitted or top-dose-only effect, or effect the other way, or a change in a side signal; the % refers to the signal ratio; note: potency is the fitted concentration of half-maximal effect; % is set by controls: 0 for no effect and ±100 for the full control effect
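S3 HeLa stable clones carrying a lamin A-EGFP splicing minigene plus DsRed2 were seeded at 600 cells/well in Opti-MEM with 2% FBS, pin-dosed and incubated 48 h at 37°C. Acumen cytometry (488 nm) gave the GFP/RFP total-intensity ratio.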
IMPase Li cell – cell-permeable IMPase inhibitors with lithium potentiation; hit rate 0.35% among 210,000; AID 1457; CHO-M1 cells, IP1 TR-FRET (IP-One), carbachol + lithium; Potency, µM (doses to about 59.4 µM), for inactives: top-dose activity, negative = IMPase inhibition, hits mostly inhibitors;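 note: IP1 builds up when IMPase is blocked and the TR-FRET signal falls; potency is the fitted concentration of half-maximal effect; plate controls were basal vehicle for no effect and high inhibitor control for full effect; nearly all actives have a fitted effect of over 50% in size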
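Concentration–response in CHO-M1 cells, lithium-potentiated; 30 min at 37C. IP1 detected by competitive TR-FRET after 10 min lysis at RT. Hill-fitted AC50.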
NPSR antag – blocks cAMP signaling of the human neuropeptide S receptor | Q6W5P4 | CHO-NPSR cells, cAMP TR-FRET, antagonist mode | Potency, µM (highest dose often 38.3 µM), for the others: at the highest dose activity change, negative = inhibition, most hits filed as inhibitors | hit rate 1% among 220,000 | AID 1461; note: potency is the fitted concentration of half-maximal effect; % is set by controls: 0 for no effect and ±100 for the full control effect; nearly all actives have a fitted effect of over 50% in size; many of its hits are not listed in these tables
CBFb-RUNX1 inh – blocks binding between human CBF-beta and RUNX1 | Q01196+Q13951 | AlphaScreen CBFb-His/RUNX1-biotin binding, biochemical | Potency, µM (highest dose often 59.8 µM), for inactives: at the top dose activity, negative = inhibition, hits mostly inhibitors | 230,000 tested, under 10 active | AID 1477; note: % of control where 0% means no effect
Target sequence (Q01196 whole entry, looked up): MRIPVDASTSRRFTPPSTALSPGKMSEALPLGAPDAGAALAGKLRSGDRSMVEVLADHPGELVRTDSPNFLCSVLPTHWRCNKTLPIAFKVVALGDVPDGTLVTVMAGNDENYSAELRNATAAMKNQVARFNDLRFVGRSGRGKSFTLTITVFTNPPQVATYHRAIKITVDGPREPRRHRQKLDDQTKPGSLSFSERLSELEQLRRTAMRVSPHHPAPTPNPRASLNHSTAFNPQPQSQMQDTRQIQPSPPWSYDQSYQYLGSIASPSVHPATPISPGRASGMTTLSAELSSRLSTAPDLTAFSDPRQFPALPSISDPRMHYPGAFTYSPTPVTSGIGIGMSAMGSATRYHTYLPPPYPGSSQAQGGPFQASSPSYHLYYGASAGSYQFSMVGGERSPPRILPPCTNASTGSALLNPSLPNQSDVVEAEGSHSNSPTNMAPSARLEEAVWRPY
Target sequence (Q13951 whole entry, looked up): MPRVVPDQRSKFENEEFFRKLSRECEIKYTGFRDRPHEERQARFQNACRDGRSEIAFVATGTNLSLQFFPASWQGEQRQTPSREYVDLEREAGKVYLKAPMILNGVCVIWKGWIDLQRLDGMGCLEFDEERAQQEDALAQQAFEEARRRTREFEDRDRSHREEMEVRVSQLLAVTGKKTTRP
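Compounds were screened at multiple concentrations against a preformed CBF-beta(His)/RUNX1(biotin) complex (30 nM of each) for 15 min at room temperature, followed by 90 min with nickel and streptavidin beads and AlphaScreen reading.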
An asterisk follows results filed as active; ? = inconclusive; · = no result given; & = joins results of further samples; [ ] = dose if it differs, or a comment. Unless noted, calls come from the whole dose curve; as a rule, active = well fitted curve in the direction sought with a large enough effect; inconclusive = small, poorly fitted or top-dose-only effect, or another doubt; inactive = no such curve, though single readings can be large; an effect the other way counts as inactive or inconclusive. The list is partial, so the mix of outcomes need not match the whole.

SMILES	Epigenetic reg	KinaseGlo FLuc	GLA spleen mod	LMNA splice mod	IMPase Li cell	NPSR antag	CBFb-RUNX1 inh
COc1nnc(-c2ccc(C(=O)N3C[C@@H]4C[C@H](C3)c3cccc(=O)n3C4)cc2)c2ccccc12	0.8%	1%	3%	9%	-5%[38.3 µM]	-19%[46.1 µM]	0%
COc1ccc(Nc2ccc(S(=O)(=O)N3CCCCC3)cc2[N+](=O)[O-])cc1OC	-1.0%	-1%	0%	?	2%	-16%	·
CCOC(=O)c1ccc(-c2cccc(C(F)(F)F)c2)nc1C	-2.2%	1%	0%	-13%	9%	-9%[46.1 µM]	13%
O=C(c1cccc(F)c1)N(Cc1nc2ccccc2c(=O)[nH]1)C1CCCC1	-1.1%	-2%	-4%	0%[9.22 µM]	15%	5%	5%
CCN(CC)C(c1ccc(F)cc1)c1nnnn1C1CCCCC1 (stereo not given)	-1.6%	2%	-4%	-6%	4%[38.3 µM]	-18%[46.1 µM]	16%
CCN1C/C(=C\c2cccc([N+](=O)[O-])c2)C(=O)/C(=C/c2cccc([N+](=O)[O-])c2)C1	1.8%	-2%	-6%	1%	11%	-50%	-12%
CCc1ccccc1N(C1=NCCCS1)S(=O)(=O)c1ccc(C(C)(C)C)cc1	-3.0%	-1%	18%	?	-2%	-27%	27%
Cc1[nH]n(-c2ccc(Cl)c(Cl)c2)c(=O)c1CCO	-2.0%	2%	-5%	·	9%	-7%	3%
O=C(NC1CCCCC1)C12CC3CC(C1)CC(n1cncn1)(C3)C2	-0.6%	-1%	-1%	-11%	-6%[38.3 µM]	-12%[46.1 µM]	1%
Cc1ccc(C(=O)NNC(=S)NC(=O)COc2ccccc2)cc1	2.8%	-4%	-1%	0%	30%[38.3 µM]	-15%[46.1 µM]	0%
CCC(C(=O)NC1CCCC1)n1c(SCc2cccc(C)c2)nc2ccncc21 (stereo not given)	-2.5%	-4%	-1%	?	19%	3%	2%[2.36 µM]
Cc1c(OCC(=O)NC(Cc2c[nH]c3ccc(O)cc23)C(=O)O)ccc2c3c(c(=O)oc12)CCC3 (stereo not given)	1.1%	·	-2%	27%[46 µM]	·	39%	0%
COC(=O)CC1Oc2ccccc2N(Cc2ccccc2)C1=O (stereo not given)	-0.8%	2%	10%	-8%	32%[activator][38.3 µM]	-12%[46.1 µM]	19%
Cc1ccccc1NC(=O)CSCCN1C(=O)c2ccccc2C1=O	-1.0%	1%	3%	-11%	2%	13%	0%
O=C1CC(c2ccccc2)CC(O)=C1C=NCCN1CCNCC1 (stereo not given)	-2.4%	-2%	0%	-11%	4%[38.3 µM]	-2%[46.1 µM]	-3%
CSc1nc(C)c(CCOC(=O)c2cccc(Cl)c2)c(=O)[nH]1	0.1%	-6%	5%	2%	-11%[38.3 µM]	-12%[46.1 µM]	-1%
CCOc1cc(NC(=O)c2cccs2)c(OCC)cc1NC(=O)c1cccnc1	-1.0%	1%	6%	?	-9%	-34%	5%
CCOC(=O)c1cccc(NC(=O)Cn2cc3c(n2)CCC(C)C3)c1 (stereo not given)	-1.0%	1%	0%	?	4%	1%	1%
COc1ccc(C(=O)N2CCCC2)cc1S(=O)(=O)N1CCC(C)CC1	1.4%	-2%	1%	2%	1%[38.3 µM]	6%[46.1 µM]	2%
O=C(CCN1CCCCC1)N=Nc1c(O)[nH]c2ccccc12	-2.0%	-3%	-16%	-20%[46 µM]	-2%	-38%	-9%
COc1ccc(NC(=O)CSc2ncn[nH]2)c([N+](=O)[O-])c1	0.0%	5%	1%	-1%	-6%	2%[46.1 µM]	5%
O=C(CCn1c(=O)c2sccc2n(CC(=O)OCc2ccccc2)c1=O)NCc1ccco1	-1.1%	-5%	-1%	5%	-4%[38.3 µM]	-7%[46.1 µM]	-2%
COc1cc(/C=C2\SC(=S)N(CCC(=O)Nc3ccccc3)C2=O)cc(OC)c1OC	-11%	-5%	11%	·	-2%	49%	9%
COc1ccc2c(c1)C(=O)[C@H](OC(=O)NCCOc1ccccc1)[C@@H](c1ccc(OC)c(Br)c1)O2	-0.3%	0%	12%	·	23%	·	-5%
O=C1c2ccccc2C(=O)C1c1ccccc1	-0.3%	-1%	4%	?	4%&2%&3%	-2%	7%
CCOC(=O)C1=C(C)N=C2SCCC(=O)N2C1c1cccs1 (stereo not given)	0.4%	14%	-2%	19%	14%[38.3 µM]	-6%[46.1 µM]	0%
CCOC(=O)NC(=O)CSc1nnc(C)s1	0.0%	3%	5%	6%	4%[38.3 µM]	-8%[46.1 µM]	5%
CSc1ccccc1NC(=O)CN(C)CC(=O)Nc1ccccc1F	-0.9%	-1%	1%	0%	10%	3%	0%
COc1ccc(C(=O)CSc2n[nH]c(C)n2)cc1[N+](=O)[O-]	-0.6%	0%	-5%	·	4%	2%	13%
Cc1ccc2c(c1)nnc1nnc(SCC(=O)O)n12	0.0%	·	0%	·	·	-2%	3%
CCOC(=O)COc1cc(N2C(=O)CSCC2=O)c(Cl)cc1Cl	-3.6%	-3%	3%	-2%	3%[38.3 µM]	-26%[46.1 µM]	-1%
O=C(COc1ccc(S(=O)(=O)N2CCOCC2)cc1)NC1CCCC1	-0.8%	2%	-6%	6%	9%[38.3 µM]	-5%[46.1 µM]	-3%
O=C(NC(Cc1c[nH]c2ccccc12)c1nnc2n1CCCCC2)c1ccc(Cl)cc1 (stereo not given)	1.7%	-3%	-1%	6%	-17%[38.3 µM]	-19%[46.1 µM]	-9%
Cc1nc(NS(=O)(=O)c2ccccc2)sc1NC(=O)OCCN(C)C	0.0%	-1%	1%	1%	28%[38.3 µM]	2%[46.1 µM]	11%
CCOc1ccc2nc(SCC3CC3(Cl)Cl)[nH]c2c1 (stereo not given)	-1.2%	·	-6%	·	·	?	6%
CCc1ccc(C2C(C#N)=C(N)OC3=C2C(=O)CCC3)s1 (stereo not given)	0.0%	-1%	-5%	·	18%	-10%	1%
N#CC1=C(N)Oc2cc(N)ccc2C1c1ccc(F)cc1 (stereo not given)	0.6%	-6%	0%	?	27%[38.3 µM]	-15%[46.1 µM]	-8%
CC(C)Sc1ncc(S(=O)(=O)c2ccccc2)c(=O)[nH]1	1.1%	0%	4%	14%[46 µM]	-1%	-15%	-15%
Cc1cc(C#N)c(C)n1-c1cc(C(F)(F)F)ccc1N1CCOCC1	3.0%	1%	-2%	-2%	5%[38.3 µM]	-29%[46.1 µM]	-1%
CC(C)(CS(=O)(=O)[O-])NC(=O)CC[N+](C)(C)CCO	-1.1%	-3%	3%	3%	1%[38.3 µM]	-4%[46.1 µM]	-30%
COc1ccc(CCCc2nnc(SCC(=O)Nc3cccc(C)c3)o2)cc1	0.0%&1.5%	-2%	-1%	-4%	-1%[38.3 µM]	-20%[46.1 µM]	11%
CCOc1cc(S(=O)(=O)N2CCCC2)c(C)cc1C	-4.9%	1%	-10%	·	1%	31%	5%
Cc1cc(C)c(C(=O)N2CCCC(C(=O)c3cc(F)ccc3F)C2)o1 (stereo not given)	5.2%	-3%	-4%	·	2%	17%	23%
O=C(NCc1ccccc1)C(Cc1ccccc1)NS(=O)(=O)c1cccc2nsnc12 (stereo not given)	0.0%	-1%	4%	-1%	27%[38.3 µM]	-13%[46.1 µM]	2%
CN1CCN(C(=S)NC(CC(=O)c2ccccc2)c2ccccc2)CC1 (stereo not given)	3.0%	·	-2%	·	·	9%	-4%
O=C1CCCCCN1CP(=O)(O)CN1CCOCC1	2.3%	0%	-1%	9%	4%[38.3 µM]	10%[46.1 µM]	0%
COc1ccc2c(c1)c(=O)oc1cc(OCC(=O)N3CCc4ccccc4C3)ccc12	12%	-1%	7%	-6%	12%[38.3 µM]	-17%[46.1 µM]	?
CC1(C)CC(=O)C(C(C2=C(O)CC(C)(C)CC2=O)c2ccc(Cl)c([N+](=O)[O-])c2)C(=O)C1 (stereo not given)	-4.2%	-3%	-6%	4%[46 µM]	3%	-8%	3%
Cc1cccc(N2CCN(C(=S)Nc3ccc4nc(N5CCOCC5)cc(C)c4c3)CC2C)c1 (stereo not given)	2.4%	1%	8%	·	?	-7%	1%
CCOC(=O)CSc1nnc(NC(=O)c2cc([N+](=O)[O-])cc([N+](=O)[O-])c2)s1	-0.3%	-3%	0%	-4%	-6%	-21%	11%
COC(C(=O)Nc1ccc(S(=O)(=O)Nc2ccc(C)c(C)c2)cc1)c1ccccc1 (stereo not given)	-1.1%	0%	-19%	?	-2%	-46%	1%
Cc1ccc(S(=O)(=O)CCC(=O)OCn2nnc3ccccc3c2=O)cc1	-1.3%	-1%	6%	-13%[46 µM]	-7%	13%	-1%
CN1/C(=C/C(=O)CSc2ccccc2C(=O)O)C(C)(C)c2ccccc21	-4.4%	·	10%	·	·	-53%	-3%
CCN1C(C)=C(C(=O)OC)C(c2ccccc2)N2C(=O)[C@@]3(C(=O)OC)O[C@@]12C1C(=O)CCCC13 (stereo not given in full)	0.0%[10.1 µM]	·	-3%[17.5 µM]	·	·	·	11%[13.1 µM]
CNC1=CC(=O)CC(c2ccccc2)C1 (stereo not given)	4.1%	-2%	-6%	·	1%	6%	8%
Cn1c(N2CCC(C(N)=O)CC2)nc2c1c(=O)n(Cc1cccc(Br)c1)c(=O)n2C	2.0%	0%	9%	?	-2%[38.3 µM]	-19%[46.1 µM]	-4%
COc1cc(OC)c(N(C)C(=O)CCNC(=O)Cn2cnc3ccccc3c2=O)cc1Cl	0.0%&-0.8%	2%	2%	-9%	6%[38.3 µM]	-2%[46.1 µM]	5%

Record cards, from the list above:
Listed for O=C(NC(Cc1c[nH]c2ccccc12)c1nnc2n1CCCCC2)c1ccc(Cl)cc1 (stereo not given) : Epigenetic reg: 1.7%; KinaseGlo FLuc: -3%; GLA spleen mod: -1%; LMNA splice mod: 6%; IMPase Li cell: -17%[38.3 µM]; NPSR antag: -19%[46.1 µM]; CBFb-RUNX1 inh: -9%
Listed for O=C(COc1ccc(S(=O)(=O)N2CCOCC2)cc1)NC1CCCC1 : Epigenetic reg: -0.8%; KinaseGlo FLuc: 2%; GLA spleen mod: -6%; LMNA splice mod: 6%; IMPase Li cell: 9%[38.3 µM]; NPSR antag: -5%[46.1 µM]; CBFb-RUNX1 inh: -3%
